Bioassay records deposited in PubChem by National Center for Advancing Translational Sciences (NCATS).
RXFP1 antagonist – RXFP1 (human) relaxin receptor antagonism | Q9HBX9 | HEK293-RXFP1, relaxin-stimulated cAMP HTRF, 30 min; stronger effect = lower value | activity change, negative = inhibition, % at 57.5 µM | 350,000 compounds, 0.59% hits;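 active = activity change of -60% or lower, but not beyond a set lower limit; inconclusive = change between -60% and -40%, or beyond the set limit; inactive = change above -40%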; also: % is scaled to controls: 0 for no effect and ±100 for the full control effect
Target sequence (Q9HBX9 whole entry, looked up): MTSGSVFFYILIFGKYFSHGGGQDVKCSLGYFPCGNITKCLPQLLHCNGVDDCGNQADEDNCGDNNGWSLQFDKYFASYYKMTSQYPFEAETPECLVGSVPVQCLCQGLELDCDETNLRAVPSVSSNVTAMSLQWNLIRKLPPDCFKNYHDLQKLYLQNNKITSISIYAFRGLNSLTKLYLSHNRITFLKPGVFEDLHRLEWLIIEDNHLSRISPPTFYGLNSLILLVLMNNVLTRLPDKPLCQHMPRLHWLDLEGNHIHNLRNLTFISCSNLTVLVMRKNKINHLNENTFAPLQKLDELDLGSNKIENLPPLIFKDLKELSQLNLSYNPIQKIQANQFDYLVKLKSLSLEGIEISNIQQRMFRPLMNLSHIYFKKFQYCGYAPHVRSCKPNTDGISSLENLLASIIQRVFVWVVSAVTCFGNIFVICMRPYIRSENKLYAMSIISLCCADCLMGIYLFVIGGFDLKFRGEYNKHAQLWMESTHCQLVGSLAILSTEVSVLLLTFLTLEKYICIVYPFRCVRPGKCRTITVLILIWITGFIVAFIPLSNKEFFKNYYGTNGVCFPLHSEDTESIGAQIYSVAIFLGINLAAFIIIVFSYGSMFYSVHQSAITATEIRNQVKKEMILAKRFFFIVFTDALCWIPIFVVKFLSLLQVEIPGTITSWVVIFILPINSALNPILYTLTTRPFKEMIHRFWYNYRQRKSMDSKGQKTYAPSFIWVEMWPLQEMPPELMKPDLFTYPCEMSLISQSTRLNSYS
D1 agonist – activates the human D1 dopamine receptor. P21728. HEK293 T-REx D1 cells, calcium flux, agonist mode. activation, % at 2 µM. 360,000 compounds, 1% hits; in the data active = activation above about 30%; also: 0% is about no effect
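Agonism was scored from calcium flux recorded over 180 s (1 read/s) after pintool compound addition, following a 10-cycle baseline. Cells were inducible force-coupled HEK293 TREx D1, plated overnight at 30 C and loaded with no-wash calcium dye.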
Apoferritin bind – candidate novel general anesthetic via apoferritin binding; apoferritin/1-aminoanthracene competitive binding, fluorescence; Potency, µM (series often up to 77.5 µM), inactives show at the highest dose activity change, negative = displacement, most hits filed as inhibitors; 350,000 compounds, 0.074% hits; AID 485281; also: potency is read from the fitted curve at half-maximal effect; % is scaled to controls: 0 for no effect and ±100 for the full control effect; nearly all actives have a fitted effect of over 20% in size
Target sequence (P02791 2-175 limits assumed): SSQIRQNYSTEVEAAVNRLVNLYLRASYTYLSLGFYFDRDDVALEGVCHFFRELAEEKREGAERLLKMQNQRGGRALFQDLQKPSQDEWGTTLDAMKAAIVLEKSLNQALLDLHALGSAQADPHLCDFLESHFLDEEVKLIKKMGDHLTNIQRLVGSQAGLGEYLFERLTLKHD
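10 uM apoferritin + 50% sat. 1-AMA, PBS; cpd 10 min RT; Ex380/Em535 endpoint; normalized to free probe vs complex; 4-param Hill fit; propofol titration as pos. ctrl.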
D1 potentiator – potentiators of human D1 dopamine receptor. AID 504651. HEK293 TREx D1 cells, calcium flux, dopamine EC20 potentiation. 360,000 compounds, 0.036% hits. potentiation, % at 10 µM. P21728; in the data active = potentiation above about 30%; also: 0% is about no effect
D2 PAM – positive allosteric modulators of human D2 dopamine receptor; P14416; HEK293 T-REx D2, calcium flux, EC20 dopamine potentiation; potentiation, % at 10 µM; 340,000 compounds, 0.34% hits; AID 485347;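 active = potentiation over 3 SD above the plate norm, cut at about 30% in these data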; also: 0% is about no effect
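Calcium flux readout, no-wash dye, 1 read/s. Inducible HEK293 Trex D2 line, overnight 30 C. Compound alone 180 s (agonist flags), then EC20 dopamine, another 180 s to score potentiation.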
TRHR ag – activates the human TRH receptor | P34981 | TRHR cells, calcium flux fluo-8, FDSS agonist mode | activation, % at 2 µM | 360,000 compounds, 0.18% hits | AID 493084; in the data active = activation above about 30%; also: 0% is about no effect
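Fluo-8-loaded TRHR cells; 10 s baseline, compound added, kinetic Ca2+ fluorescence read 1/s, agonist mode.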
RXFP1 agonist – RXFP1 (human) receptor agonism | Q9HBX9 | HEK293T-RXFP1 cAMP TR-FRET, 30 min; response scale: percent of porcine relaxin response, buffer zero | Potency, µM (titrated, usually from 57.5 µM), for inactives: at the highest dose activation, most hits filed as activators | 370,000 compounds, 0.3% hits; also: potency is read from the fitted curve at half-maximal effect; % is scaled to controls: 0 for no effect and ±100 for the full control effect; nearly all actives have a fitted effect of over 60% in size; many of its hits are not listed in these tables
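HEK293 cells stably expressing RXFP1, treated 30 min at 37C with compounds plus PDE4 inhibitor Ro 20174; cAMP measured by HTRF TR-FRET. Normalized to buffer and 29 nM porcine relaxin; EC50 by Hill fit.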
D1 antag – human D1 dopamine receptor antagonism. P21728. HEK293 TREx D1 cells, calcium flux, dopamine EC80; stronger effect = lower value. activity change, negative = inhibition, % at 10 µM. 360,000 compounds, 3.2% hits. AID 504652; in the data active = activity change below about -30%; also: % is scaled to controls: 0 for no effect and ±100 for the full control effect
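Compound effects on dopamine-evoked calcium signalling were measured in tetracycline-induced HEK293 Trex D1 cells. Dopamine at EC80 followed a 180 s compound pre-read, and fluorescence was tracked kinetically for 180 s more.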
TRHR PAM – allosteric enhancers of human TRH receptor; P34981; TRHR cells, fluo-8 calcium fluorescence, EC20 TRH enhancement; enhancement, % at 2 µM; 360,000 compounds, 0.66% hits; AID 493056; in the data active = enhancement above about 30%; also: 0% is about no effect
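Enhancer read-out: after compound pinning and an initial kinetic agonist-mode read, an EC20 of TRH (10 nM final) was injected and fluo-8 calcium signal (Ex 480/Em 530) followed at 1 s/cycle for 100 cycles in TRHR-expressing cells.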
* hit, by the source's call; ? = inconclusive; / = no result given; & = joins results of further samples; [ ] = dose if it differs, or a comment. Unless noted, calls follow the shape of the dose curve; as a rule, active = well fitted curve in the direction sought with a large enough effect; inconclusive = small, poorly fitted or top-dose-only effect, or another doubt; inactive = no such curve, though single readings can be large; an effect the other way counts as inactive or inconclusive. These rows are one share of the data (hit frequency here may not be typical).

Values run as follows: D1 antag	D2 PAM	RXFP1 antagonist	D1 potentiator	RXFP1 agonist	D1 agonist	Apoferritin bind	TRHR PAM	TRHR ag
> COc1ccc(S(=O)(=O)N2CCCCC2)cc1NC(=O)c1ccc(=O)[nH]c1
  0	-1	-14	-4	8.0%	-2	-2%	3	1.3
> O=C(Nc1ccc(F)c(Cl)c1)Nc1ccc(Cl)cn1
  5	6	-4	-1	-1.3%	0	-2%	5	0.6
> CC1CCCN(S(=O)(=O)c2ccc(NC(=O)CNC3CCCC3)cc2)C1 (stereo unspecified)
  -16	4	-2	-5	1.3%	1	-4%	29	0.1
> CC(NC(=O)c1cccs1)c1n[nH]c(=S)n1C (stereo unspecified)
  -8	-13	/	-9	-0.2%	4	-1%	7	0.4
> CCCCOC(=O)C1=C(C)Nc2ncnn2C1c1cccc(OC)c1 (stereo unspecified)
  -22	0	3	1	-4.4%	5	-10%	2	-0.2
> CC(C)CNc1nc(N)c([N+](=O)[O-])c(NC2CCCCC2)n1
  7	-3	1	-2	-0.3%	2	-6%	-2	0.2
> CC(C)CCN1CCN(Cc2nc(-c3ccccc3)cs2)CC1CCO (stereo unspecified)
  -24	4	-26	1	-1.0%	3	-3%	8	0.5
> CC(=O)N1CCN(C(=O)c2cc(S(=O)(=O)N(C)Cc3ccccc3)ccc2Cl)CC1
  5	26	-6	-5	-2.6%	0	/	-1	0.7
> Cc1c(Cl)cccc1Nc1sc(C(=O)c2ccccc2)c(N)c1S(=O)(=O)c1ccccc1
  9	11	-19	-1	-0.4%	12	-7%	0	1.5
> O=C(/C=C/c1cccc([N+](=O)[O-])c1)NCCSCc1ccccc1Cl
  -22	-9	18	-12	0.4%	4	?	-5	-0.2
> O=C(c1cc([N+](=O)[O-])cc([N+](=O)[O-])c1)N1CCCc2ccccc21
  -1	-5	-6	-8	-0.4%	1	?	-3	-0.7
> CCOc1ccccc1N(CC(=O)Nc1ccccc1C(=O)O)S(C)(=O)=O
  -45*	20	-9	-6	-0.8%	0	-10%	5	0.6
> Cc1ccc(C(=O)Nc2nnc(S(=O)(=O)N3CCOCC3)s2)cc1
  -13&1	-7&-2	-6&-18	-6&-1	10%&-1.5%	1&2	-7%&-5%	-1&-3	0.0&0.2
> CS(=O)(=O)c1cccc(C(=O)N(CCc2ccccc2)Cc2cccs2)c1
  -1	-12	-10	0	0.6%	4	-7%	-14	-0.1
> O=C(Nc1ccccc1)c1ccc(NC(=O)C2CC2)cc1
  7	4	0	0	6.0%	7	-1%	-3	0.6
> COCC(=O)N1CCC(n2nccc2NC(=O)CCOc2ccccc2)CC1
  5	-5	-2	-5	5.6%	5	-8%	-1	0.1
> CCOC(=O)Cn1c(=O)oc2cc(S(=O)(=O)N3CCN(c4ccccc4F)CC3)ccc21
  -27	-4	-20	2	-1.4%	7	4%	-7	0.7
> Cc1cccc(NC(=O)NC2(C(=O)NCc3ccco3)CCCCC2)c1
  21	-5	-9	-2	3.5%	3	3%	-4	-0.5
> Cc1ccc2cc(C#N)c(N3CCCN(S(=O)(=O)c4ccc(F)cc4)CC3)nc2c1
  -13	-4	22	2	4.1%	2	1%	-1	1.2
> CCCN(CCC)C(=O)c1nn(C)c2c1CSc1ccc(C)cc1-2
  -16	-4	-9	1	0.6%	3	0%	-1	-0.3
> COc1ccc(NC(=O)C(=O)NNC(=O)c2cccs2)c(OC)c1
  -9	-1	-17	-5	1.8%	1	-8%	-3	-0.5
> Cc1ccc(S(=O)(=O)NCCC(=O)NCC(c2cccs2)N(C)C)cc1 (stereo unspecified)
  17	-8	-2	-2	-0.9%	1	/	4	-0.6
> Cc1ccc(C(=O)Nc2cccc(-c3nc4cccnc4s3)c2C)cc1
  -4	10	-21	-3	2.5%	1	-3%	7	-0.2
> CCOC(=O)c1cc(NC(=O)c2ccoc2C)cc(C(=O)OCC)c1
  -20	17	-5	-9	-0.7%	8	-4%	7	0.3
> COC(=O)c1c(NC(=O)C2c3ccccc3Oc3ccccc32)sc2c1CCC(C)C2 (stereo unspecified)
  6	-6	2	-2	0.4%	1	-13%	-3	0.9
> O=C(NCC1CCCO1)C(c1ccc(F)cc1)N(C(=O)Cn1nnc(-c2ccc(F)cc2)n1)c1cccc(O)c1 (stereo unspecified)
  -22	0	0	-8	-1.0%	2	-12%	-6	-1.3
> COC(=O)c1ccc(OCC(=O)N2CCCc3ccccc32)cc1
  1	-4	3	-7	2.9%	9	-10%	10	0.8
> Cc1ccc(C(=O)NCC(=O)NCC(=O)OCC(=O)c2ccc(F)cc2)cc1
  -52*	-20	-2	-3	3.3%	2	-12%	-1	-0.5
> COc1ccc(Nc2nc(Cl)nc(NCCO)n2)cc1
  25	-8	9	-6	0.1%	3	-1%	-6	-0.8
> CCC(C)NC(=O)C1(C)CCC(=O)N1CCc1ccc(OC)c(OC)c1 (stereo unspecified)
  -4	1	5	-3	0.9%	3	1%	-4	-0.1
> O/N=C1\CC(O)Cc2nonc21 (stereo unspecified)
  -9	4	-13	0	-1.7%	3	-4%	-4	0.7
> CC(C)c1ccc(CNc2n[nH]c(-c3ccco3)n2)cc1
  13	3	-5	1	6.9%	-2	-7%	-4	-1.3
> Cc1cc(=S)[nH]c2ccccc12
  3	2	6	-5	4.8%	4	-6%	5	0.6
> COc1cc(C(=O)NCCc2ccc(S(N)(=O)=O)cc2)cc(OC)c1OC
  11	-10	-1	0	-0.9%	2	-3%	-2	0.3
> Cc1ccccc1N1CCN(S(=O)(=O)CC23CCC(CC2=O)C3(C)C)CC1 (stereo unspecified)
  -3	9	-8	1	3.5%	1	-4%	0	4.9
> CC(=O)C(C(C)=O)C1(O)C(=O)c2ccccc2C1=O
  20	3	5	-1	0.8%	6	-16%	7	0.4
> COc1ccc(/C=N/N2CCN(c3ccccc3OC)CC2)cc1OC
  -8	6	-10	-10	1.4%	2	-5%	16	-1.0
> CCOC(=O)C(NC(C)=O)C(=O)O (stereo unspecified)
  4	-6	-3	1	-0.1%	-2	-5%	16	0.0
> COC(=O)c1nn(-c2ccc(Oc3ccccc3)cc2)c(=O)cc1O
  -1	/	11	6	0.0%	3	-4%	-6	0.0
> CCc1cccc(NC(=O)Cn2c(=O)n(Cc3ccccc3)c(=O)c3c2c2cc(OC)ccc2n3C)c1
  -12	-2	/	-1	?	-1	38%[activator]	0	0.4
> Cc1cc(C)n2nc(S(=O)(=O)NCCc3ccccc3)nc2n1
  -22	10	4	/	1.7%	2	8%	0	-1.6
> Cc1nc(-c2ccc3c(c2)OCCCO3)cs1
  16	11	-8	0	1.3%	1	5%	21	-0.4
> CCc1nc(=O)c(-c2ccccc2)c(C)n1-c1ccccc1
  8	5	-2	2	3.9%	-2	-1%	37*	0.1
> O=C(Cc1ccc([N+](=O)[O-])cc1)OCc1c(F)cccc1Cl
  5	-1	-1	2	0.2%	13	?	-3	0.4
> COc1ccc(C(=O)NCc2nnc(SCC(=O)N3CCOCC3)o2)cc1
  5	5	4	8	-0.4%	10	-7%	2	0.7
> COc1ccc(C(=O)N[C@H](C(=O)NCC2CCCCC2)C(C)C)cc1
  -23	4	11	2	2.0%	160*	-15%	-1	-0.7
> Cc1cnccc1CN(C)Cc1cn(C)nc1-c1cccc(Cl)c1
  19	5	-15	-2	-1.1%	2	-15%	-6	-1.8
> O=S(=O)(c1ccccc1C(F)(F)F)N1CCN(CC(O)COc2ccccc2F)CC1 (stereo unspecified)
  -17	-6	-8	-7	0.0%	5	-17%	2	0.1
> Cc1csc(NC(=O)c2cccn2C)n1
  -2	29	7	-3	-0.1%	0	-13%	-5	0.0
> Cc1cc(NC(=O)C(C)Sc2nc(-c3ccccc3)cc(=O)[nH]2)no1 (stereo unspecified)
  11	/	-12	1	0.2%	0	-8%	-3	-0.5
> O=C(NC1CCCCCCC1)c1ccc(CNc2c(N3CCOCC3)c(=O)c2=O)cc1
  -26	1	/	-1	1.6%	1	-1%	-3	0.1
> O=C(Nc1cccn(Cc2ccc(F)cc2)c1=O)NC1CCCCC1
  -2	3	-9	1	-3.6%	4	?	1	-0.6
> CCOC(=O)C1CCN(c2cc(=O)n(C3CCCCC3)c(=O)[nH]2)CC1
  -15	/	-1	0	1.1%	4	-6%	4	0.2
> COC(=O)c1c(CSc2ccc(Cl)cc2)noc1C(=O)NCc1ccco1
  -10	-20	/	-1	0.7%	10	?	-2	0.3
